eIF2B yeast act: modulators of yeast eIF2B activity. S. cerevisiae eIF2B-epsilon R284H, GCN4-lacZ luminescence. inhibition, % at 25 µM (by protocol). 0.91% of 27,000 active;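 active = mutant luminescence inhibited past about 50% while wild type luminescence and mutant growth stay under set limits, limit read from the data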; note: some compounds called inactive have numbers as strong as hits
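Material: yeast eIF2B-epsilon R284H mutant carrying GCN4–beta-galactosidase fusion. Medium: YPD yeast growth medium. Incubation: 16 h growth with compound at 30 °C, 90 min Beta-Glo step. Signal: Beta-Glo luminescence plus absorbance at 595 nm. Evaluation: % inhibition of reporter signal and growth versus controls. Doses: 25 µM single dose.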
Yeast growth tox: Compounds toxic to wild-type S. cerevisiae growth | A595 turbidity, 16 h | growth inhibition, % at 25 µM (by protocol) | 0.3% of 30,000 active | AID 685;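 active = mutant and wild-type yeast strains alike exhibit over 30% growth inhibition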;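 note: 0% = untreated cell controls and 100% = YPD media blanks without cells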
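System: S. cerevisiae wild-type or eIF2Bepsilon-R284H mutant strain; times: 16 h growth with compound, 30 °C; signal: absorbance at 595 nm (turbidity); measure: growth inhibition (%) versus cell controls and blanks; compound: 25 µM single dose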
Yeast growth tox inhibition %: second read-out of Yeast growth tox, no call of its own (marks repeat the call); growth inhibition, %; S. cerevisiae eIF2Bepsilon-R284H mutant growth, A595 turbidity, 16 h;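 each compound tested once at 25 µM; 0% equals untreated cells and 100% equals cell-free medium blanks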
eIF2B yeast act mutant toxicity: also measured in eIF2B yeast act; calls as there; growth inhibition, %; measured here: mutant yeast growth, toxicity;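 each compound tested once at 25 µM; zero equals untreated control growth and 100 equals blank medium absorbance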
Numbers without * were called inactive; nt = no result given. An excerpt (hit frequency here may not be typical).

Value order – eIF2B yeast act	eIF2B yeast act mutant toxicity	Yeast growth tox	Yeast growth tox inhibition %
[1] C=C(C)Cn1c(Sc2nnc(C)s2)nc2c1c(=O)[nH]c(=O)n2C
    12	12	-11	12
[2] O=C(NC1CCCCCC1)C1CCN(S(=O)(=O)N2CCC3(CC2)OCCO3)CC1
    7	7	17	7
[3] CC1(C)CC(=O)C2=C(C1)OC(N)=C(C#N)C2c1ccsc1 (stereo unspecified)
    19	7	16	7
[4] CC(=O)c1ccc(N2CCCC2)c(F)c1
    10	12	22	12
[5] CCN(CC)CCN1C(=O)c2oc3ccccc3c(=O)c2C1c1cccc(Br)c1 (stereo unspecified)
    -2	3	-2	3
[6] Cc1nn(C(C)(C)C)c(OC(=O)c2cccs2)c1S(=O)(=O)c1ccccc1
    16	-18	-7	-18
[7] COc1nc(N)nc(NC23CC4CC(CC(C4)C2)C3)n1
    4	10	10	10
[8] Cc1ncoc1C(=O)Nc1cccc(Cl)c1C
    37	3	-1	3
[9] CCCc1cc(=O)[nH]c(SCC(=O)c2c(N)n(C)c(=O)n(C)c2=O)n1
    -17	7	-10	7
[10] Clc1ccc(Cn2nnc(-c3ccccc3)n2)cc1
    6	nt	-1	0
[11] O=C(OCc1cc(Cl)ccc1OC(F)F)c1cc(S(=O)(=O)O)ccc1O
    -13	-5	-8	-5
[12] C=CCn1c(=N)c(C(=O)OCC)cc2c(=O)n3cc(C)ccc3nc21
    -30	nt	2	0
[13] O=C(Nc1ccc(N2CCOCC2)cc1)c1cccc(S(=O)(=O)N2CCCC2)c1
    nt	nt	-25	-7
[14] COc1cccc(C(=O)Nc2cccc(C(=O)N3CCOCC3)c2)c1
    59*	nt	9	-3
[15] CCOC(=O)c1cccc(NC(=O)CCS(=O)(=O)c2ccc(Br)s2)c1
    nt	nt	-13	-26
[16] Cc1ccc(CSc2nnc(-c3cccnc3)n2N)cc1
    nt	nt	28	11
[17] COc1ccc(NS(=O)(=O)c2ccc(NC(=O)C(C)(C(F)(F)F)C(F)(F)F)cc2)nn1
    -4	-5	-8	-5
[18] O=C(Nc1nc2ccccc2[nH]1)c1ccccc1
    nt	nt	8	13
[19] CCn1nnnc1SCC(=O)Nc1ccc2c(c1)OCO2
    21	-3	-5	-3
[20] COc1ccccc1C(=O)NCC1CCN(c2ccc(S(=O)(=O)N3CCOCC3)cc2)CC1
    22	3	6	3
[21] CCn1nnnc1SCC(=O)N1CCCc2ccccc21
    33	-22	4	-22
[22] CC1=CC(c2ccc(Cl)cc2)n2nc(NS(=O)(=O)c3ccc(C)cc3)nc2N1 (stereo unspecified)
    13	22	17	22
[23] O=C1c2ccccc2C(=O)N1OCCOCCOCCON1C(=O)c2ccccc2C1=O
    20	13	12	13
[24] CCCn1c(N2CCOCC2)nc2c1c(=O)[nH]c(=O)n2C
    23	12	9	12
[25] O=C(Cc1cccs1)Nc1cccc(C(=O)Nc2ccco2)c1
    -48	-13	-9	-13
[26] N#Cc1c(-c2ccco2)cc(-c2ccc(F)cc2)nc1N
    27	4	16	4
[27] C=CCON1C(=O)c2ccccc2C1=O
    20	9	1	9
[28] CC12CCC(C(=O)N(CSC(=S)N/N=C\c3ccccc3Cl)C1=O)C2(C)C (stereo unspecified)
    -12	7	-2	7
[29] O=C(c1cc2ccccc2oc1=O)N(Cc1cccs1)Cc1cccs1
    17	-19	-8	-19
[30] O=S(=O)(NC1CCCc2ccccc21)c1cnc[nH]1 (stereo unspecified)
    23	21	9	21

Value order – eIF2B yeast act	eIF2B yeast act mutant toxicity	Yeast growth tox	Yeast growth tox inhibition %
[31] CCC(C)(C)NC(=O)C(c1cccnc1)N(CCOC)C(=O)Cn1nnc2ccccc21 (stereo unspecified)
    -5	nt	3	0
[32] Cc1ccc(OC(=O)CCc2c(C)nc3ncnn3c2C)cc1
    42	-7	-6	-7
[33] O=C(c1ccc(Cl)cc1)c1ccc(OCC(O)CN2CCOCC2)cc1 (stereo unspecified)
    -26	-10	2	-10
[34] Clc1ccc(-c2noc(CN3CCCC3)n2)cc1
    6	nt	11	0
[35] Cc1ccccc1-c1nnc(SCC(=O)NCc2ccc3c(c2)OCO3)n1C
    nt	nt	13	8
[36] O=S(=O)(Nc1ccc(Cl)c(C(F)(F)F)c1)c1cnc[nH]1
    24	14	21	14
[37] Cc1ccc(Cn2c(=O)c3c(nc4n3CCN4Cc3ccco3)n(C)c2=O)cc1
    -31	5	-3	5
[38] N#CC1(c2ccccc2)CCCN1C(=O)c1ccccc1Br (stereo unspecified)
    14	nt	1	0
[39] O=C(N1CCOCC1)N1CCN(C(c2ccccc2)c2ccccc2)CC1
    nt	nt	16	5
[40] CCCCNS(=O)(=O)c1ccc(NC(=O)c2c(-c3ccccc3Cl)noc2C)cc1
    17	18	4	18
[41] CCCCNCc1cc(Cl)c(OCCC)c(OCC)c1
    nt	nt	-12	8
[42] O=C(COC(=O)c1ccc(S(=O)(=O)N2CCCC2)cc1)NCc1ccc(F)cc1
    18	-14	0	-14
[43] O=C(CSc1nc2ncc(Br)cc2[nH]1)Nc1ccc2c(c1)OCO2
    2	-33	6	-33
[44] Cc1ccc2nc(SCC(=O)Nc3cc(C(F)(F)F)ccc3N3CCOCC3)[nH]c2c1
    nt	nt	7	-5
[45] Cc1cc(=O)n2[nH]c(C)c(-c3ccccc3)c2n1
    1	3	5	3
[46] CCc1nc(NC(C)C)c2oc3ccccc3c2n1
    3	-8	8	-8
[47] Brc1ccc(-n2cccc2/C=N/n2cnnc2)cc1
    nt	nt	22	0
[48] COc1ccc(N2CCN(C(=O)Nc3cccc(C(F)(F)F)c3)CC2)cc1
    19	6	7	6
[49] CCOC(=O)c1ccc(NC(=O)COc2ccc(S(=O)(=O)N3CCCC3)cc2)cc1
    4	-24	-12	-24
[50] CCOc1ccccc1N1CCN(C(=O)c2ccccc2)CC1
    4	-22	-15	-22
[51] CC(=O)NC1(C(F)(F)F)C(=O)Nc2c1c(=O)[nH]c(=O)n2Cc1ccco1 (stereo unspecified)
    -9	-17	19	-17
[52] Cc1ccc(C)c(SCC(=O)OCC(=O)c2ccco2)c1
    18	nt	nt	nt
[53] CC(CC(=O)Nc1nc2ccccc2[nH]1)c1ccccc1 (stereo unspecified)
    1	14	14	14
[54] N/C(=N\OC(=O)c1ccco1)c1ccccc1
    9	nt	nt	nt
[55] Cc1cccc(-n2ccnc2SCC(=O)Nc2nccs2)c1C
    20	-11	-42	-11
[56] CCCC1CC(C)(c2csc(Nc3ccc(OCC)cc3)n2)OC1=O (stereo unspecified)
    54*	nt	-2	-11
[57] CCOc1ccccc1C(=O)N1CCN=C1SCc1cccnc1
    8	-32	2	-32
[58] O=C(NCc1ccc2c(c1)OCO2)c1ccc(COc2cc(Cl)ccc2Cl)o1
    nt	nt	-4	13
[59] CCc1cc(=O)oc2cc(OCC(=O)N3CCCc4ccccc43)ccc12
    10	nt	-56	0
[60] CCCCn1c(NCc2ccc3c(c2)OCO3)nc2ccccc21
    -5	nt	nt	nt

Value order – eIF2B yeast act	eIF2B yeast act mutant toxicity	Yeast growth tox	Yeast growth tox inhibition %
[61] CC1(C)Cc2c(sc3c4nnnn4c4nnnn4c23)CO1
    10	-9	9	-9
[62] O=C(CSc1nnc(Cc2cccs2)n1-c1ccccc1)NCc1ccc2c(c1)OCO2
    17	-5	6	-5
[63] CN1C(=O)CC(N2CCN(C(c3ccccc3)c3ccccc3)CC2)C1=O (stereo unspecified)
    -24	10	-18	10
[64] Nc1cc(=O)[nH]c(=O)n1Cc1ccco1
    2	3	5	3
[65] COc1ccc(C(=O)c2ccc(OC)c(OC)c2)cc1
    6	9	18	9
[66] O=C(c1ccco1)c1cc2c(ccc3ccccc32)oc1=O
    20	-40	-8	-40
[67] COc1ccc(NC(=O)CSc2nnc(-c3cccs3)n2C)cc1OC
    -33	nt	6	0
[68] CC1CCCN(S(=O)(=O)c2cccc(-c3cn4cccnc4n3)c2)C1 (stereo unspecified)
    1	-7	-26	-7
[69] Cc1cc(N2C(=O)C(=O)/C(=C(/O)c3ccc(F)cc3)C2c2cccc(Br)c2)no1 (stereo unspecified)
    -11	-7	-9	-7
[70] CCN(CC(=O)Nc1ccccc1Br)Cc1nc2ccccc2c(=O)[nH]1
    27	-24	0	-24
[71] O=C(Nc1cccc2ccccc12)N1CCN(c2ccccc2)CC1
    30	18	-20	18
[72] CN(CC(=O)NCc1ccncc1)S(=O)(=O)c1ccc(F)cc1
    nt	nt	9	24
[73] CCOC(=O)c1sc(=S)n(-c2ccccc2OC)c1N
    29	-10	-3	-10
[74] CC(=O)COC(=O)CCc1nc2ccccc2[nH]c1=O
    18	nt	-3	0
[75] CCCn1nc(NC(=O)C2CCCO2)c2cc3cc(C)ccc3nc21 (stereo unspecified)
    27	-15	13	-15
[76] CSCC[C@H](NC(=O)NCc1ccccc1F)C(=O)O
    -1	nt	5	0
[77] CCOC(=O)C1=C(N)Oc2cc(C)oc(=O)c2C1c1cccnc1 (stereo unspecified)
    -3	-32	-5	-32
[78] O=C(c1ccc(F)cc1)c1cn[nH]c1-c1ccccc1O
    11	-12	7	-12
[79] Cc1nnc(NC(=O)c2ccccc2C(=O)O)s1
    31	14	11	14
[80] CCCCN=Cc1sc2ccc(OCC)cc2c1O
    nt	nt	12	15
[81] Cn1c(C(=O)NCCN2CCOCC2)cc2sccc21
    32	4	-9	4
[82] Cc1ccc(NC(=O)CC2C(=O)NC3CCCCC3N2C(=O)c2ccc(F)cc2)cc1C (stereo unspecified)
    28	12	-1	12
[83] COc1ccccc1CNC(=O)CN(c1ccc(C)cc1)S(=O)(=O)c1c(C)n[nH]c1C
    8	nt	-15	0
[84] Cc1ccc(OCC(=O)NCCN2CCOCC2)cc1C
    -5	10	3	10
[85] CCOc1ccccc1NC(=O)C1CCCCN1S(=O)(=O)c1ccc(F)cc1 (stereo unspecified)
    21	15	27	15
[86] O=C(c1c[nH]c2ccccc12)C(O)C(c1ccccc1)N1CCOCC1 (stereo unspecified)
    20	-4	18	-4
[87] Cc1cc(C)c2cc(C#N)c(SCC(=O)NCC3CCCO3)nc2c1 (stereo unspecified)
    24	-14	4	-14
[88] Cc1cc(C)c2c(=O)c3c(oc2c1)C(=O)N(CCO)C3c1cccc(O)c1 (stereo unspecified)
    26	19	24	19
[89] CC(=O)N1CCCc2cc(S(=O)(=O)N3CCc4ccccc4C3)ccc21
    16	-11	8	-11
[90] COc1ccc2sc(N3C(=O)C4CC=C(C)CC4C3=O)nc2c1 (stereo unspecified)
    6	nt	nt	nt

Value order – eIF2B yeast act	eIF2B yeast act mutant toxicity	Yeast growth tox	Yeast growth tox inhibition %
[91] CC(OC(=O)c1cccs1)C(=O)NCc1ccco1 (stereo unspecified)
    7	nt	29	0
[92] O=C1CCC(=O)N1c1nc2nc(-c3ccccc3)cc(=O)n2[nH]1
    nt	nt	23	22
[93] COC(=O)CN1C2(C#N)CCCCC2CC2CCCCC21C#N (stereo unspecified)
    19	3	6	3
[94] COC(=O)CC1=C(C(=O)OC)C(c2ccncc2)C(C#N)=C(N)O1 (stereo unspecified)
    10	nt	-16	0
[95] CCOc1ccc(C2C(C#N)=C(N)Oc3n[nH]c(C)c32)cc1OC(=O)C1CC1 (stereo unspecified)
    0	-14	-13	-14
[96] CCOc1cc(S(=O)(=O)N2CCN(CC)CC2)ccc1Cl
    -3	nt	nt	nt
[97] C=CCOn1c(=O)c(-c2ccc(OC)cc2)[n+]([O-])c2ccccc21
    15	8	19	8
[98] CC(C)CCNc1nc(-c2ccco2)c2c(c1C#N)CCCC2
    nt	nt	19	8
[99] CC(=O)Nc1ccc(-c2nnc(SCc3ccc(C)cc3)n2C)cc1
    nt	nt	15	16
[100] N#Cc1cnn(Cc2ccc(Cl)cc2)c1N
    -50	-6	-6	-6
[101] COc1cccc(C2C(=O)N(C3CCCCC3)CC(=O)N2Cc2ccc(F)cc2)c1 (stereo unspecified)
    22	3	17	3
[102] O=c1c2cnn(-c3ccc(F)cc3)c2ncn1Cc1ccccn1
    -9	24	38	24
[103] COc1cc(NS(=O)(=O)c2ccc(NC(=S)NC(=O)C(C)(C)C)cc2)nc(OC)n1
    nt	nt	11	15
[104] CC(=O)C1=C(C)NC(SCC(=O)c2ccc(Cl)c(Cl)c2)=C(C#N)C1c1ccco1 (stereo unspecified)
    21	nt	-2	0
